# hK5 inh = blocks human kallikrein 5 protease activity | Q9Y337 | 210,000 compounds, 0.59% hits | inhibition, % at 5 µM | AID 873 | recombinant hK5, fluorogenic AMC substrate cleavage;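 active = inhibition of 40% or more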;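 note: 0% = enzyme controls without compound and 100% = no-enzyme blanks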
# Target sequence (Q9Y337 67-293 limits assumed): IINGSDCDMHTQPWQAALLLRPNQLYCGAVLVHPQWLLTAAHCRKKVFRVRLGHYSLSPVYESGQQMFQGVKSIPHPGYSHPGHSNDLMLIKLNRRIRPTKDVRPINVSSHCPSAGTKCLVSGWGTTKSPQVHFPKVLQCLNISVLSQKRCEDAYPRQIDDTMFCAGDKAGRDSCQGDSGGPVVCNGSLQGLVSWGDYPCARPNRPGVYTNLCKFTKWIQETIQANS
# FXIIa inh = factor XIIa (human) inhibition | 220,000 compounds, 0.3% hits | inhibition, % at 5 µM | purified FXIIa, Boc-QGR-AMC fluorogenic substrate, 2 h | P00748; in the data active = inhibition above about 40%;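 note: 0% = enzyme with no compound and 100% = blank without enzyme; many of its hits are not listed in these tables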
# KCC2 mod = modulates chloride dependent transport by human KCC2 | B-score of Tl+ flux slope (higher = more flux/activation; lower = inhibition) at 10 µM | KCC2 cells, thallium flux FluoZin-2 fluorescence | AID 1456 | 190,000 compounds, 2.2% hits | Q9H2X9;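 active = thallium flux slope and its plate-corrected score both differing from the plate sample mean at a set confidence after two filtering rounds, in either direction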;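 note: slope of fluorescence scaled to starting intensity during 10 to 20 s after thallium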
# PERK inhibitor = blocks human PERK kinase; Q9NZJ5; CHO PERK-DD fusion, SEAP luminescence translation reporter; inhibition, % at 5.6 µM; 220,000 compounds, 0.17% hits; AID 1416;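 active = inhibition above the mean inhibition of all tested compounds plus 3 SD, set separately per screening campaign, cut at about 2.9% in these data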;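 note: PERK kinase domain activated by AP20187 dimerizer at 100 nM; 0% = DMSO with dimerizer and 100% = rapamycin at 8.4 µM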
# FXIa inh = inhibitors of human coagulation factor XIa. purified FXIa, Boc-Glu-Ala-Arg-AMC fluorogenic substrate. P03951. 220,000 compounds, 0.14% hits. inhibition, % at 5 µM;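 active = inhibition of at least 40%; inactive = inhibition below 40%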;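 note: fluorescence of freed AMC excited at 355 nm; 0% = enzyme without compound and 100% = no enzyme blank; many of its hits are not listed in these tables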
# p97 ATPase inh = human p97 ATPase inhibition. recombinant p97 ATPase, Kinase-Glo ATP luminescence, 3 h. inhibition, % at 8 µM. 220,000 compounds, 0.42% hits. AID 1481; in the data active = inhibition above about 15%;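 note: 0% = DMSO vehicle and 100% = wells lacking enzyme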
# thrombin 1536 = blocks human thrombin protease activity. P00734. alpha-thrombin, Boc-VPR-AMC fluorogenic substrate cleavage. inhibition, % at 5 µM. 220,000 compounds, 0.26% hits;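 active = inhibition at or above 40%; inactive = inhibition below 40%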;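 note: 0% = enzyme with no compound and 100% = wells without enzyme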
#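 Material: human alpha-thrombin protein. Incubation: reaction at ambient temperature. Technique: fluorescence of released AMC, ex 355 nm, em 460 nm. Control set: no-compound enzyme wells and no-enzyme blanks. Also added: Boc-VPR-AMC substrate, 15 µM final. Buffer or medium: pH 7.5 Tris (50 mM) with NaCl 150 mM, Tween 20 0.05%.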
# Wee1 degr inh = human Wee1 degradation inhibition, primary screen; HeLa Luc-Wee1K328M stability, luciferase luminescence; 100% = proteasome inhibitor MG132 effect; reporter increase, % at 5 µM; 220,000 compounds, 1.2% hits; AID 1321;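 active = activation above the mean of all tested compounds plus 3 SD, set per screening run, cut at about 8.8% in these data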;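 note: cells exposed to compound for 20 h before luminescence read; 0% = DMSO alone and 100% = MG132 at 30 µM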
# Furin inhibitor = blocks human furin protease activity; purified furin, fluorogenic substrate cleavage; 220,000 compounds, 0.061% hits; P09958; inhibition, % at 30 µM; in the data active = inhibition above about 25%; note: inactives centre near -15
# Target sequence (P09958 108-714 limits assumed): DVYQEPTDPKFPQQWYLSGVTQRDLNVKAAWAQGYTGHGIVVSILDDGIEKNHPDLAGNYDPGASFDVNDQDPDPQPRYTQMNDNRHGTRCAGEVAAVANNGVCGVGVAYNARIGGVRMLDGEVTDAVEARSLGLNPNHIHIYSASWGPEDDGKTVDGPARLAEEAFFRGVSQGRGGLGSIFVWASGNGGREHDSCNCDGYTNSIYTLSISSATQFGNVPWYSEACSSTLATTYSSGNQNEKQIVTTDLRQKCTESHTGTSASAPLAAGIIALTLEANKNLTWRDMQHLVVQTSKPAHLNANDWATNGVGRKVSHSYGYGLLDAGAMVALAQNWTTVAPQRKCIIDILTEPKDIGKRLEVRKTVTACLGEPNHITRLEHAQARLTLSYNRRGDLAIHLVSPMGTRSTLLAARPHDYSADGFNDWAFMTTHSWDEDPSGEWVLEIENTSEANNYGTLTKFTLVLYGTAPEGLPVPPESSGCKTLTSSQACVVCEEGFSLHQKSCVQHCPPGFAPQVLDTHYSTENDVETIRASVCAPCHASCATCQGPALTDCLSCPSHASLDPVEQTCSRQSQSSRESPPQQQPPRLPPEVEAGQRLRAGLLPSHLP
# Active calls of the source: *; . = no result given; [ ] = remark or other dose.
No.	Molecule	hK5 inh	FXIIa inh	KCC2 mod	PERK inhibitor	FXIa inh
1	CCCCC1=CC2=CC(=O)C(C)(OC(=O)CC)C(=O)C2=CN1CCc1ccc(Br)cc1 (stereo unspecified)	3.5	12.6	-2.49	.	5.5
2	COC(=O)CSc1nc2sc3c(c2c(=O)n1C1CCCCC1)CCN(C)C3	-7.1	22.9	0.272	-0.9	5.7
3	COc1cc(O)c(C(CC(=O)N2CCCC2)c2ccc(N(C)C)cc2)c(OC)c1 (stereo unspecified)	-0.9	9.4	0.577	.	-1.5
4	CCOC(=O)C1C(=O)NC(N2CCN(Cc3ccccc3)CC2)=NC1c1ccco1 (stereo unspecified)	-10.0	2.8	0.331	0.1	1.2
5	COC(=O)N/N=C/c1ccc(/C=N/NC(=O)OC)cc1	-0.5	9.8	-0.782	0.8	4.2
6	CCOc1ccccc1N1CC(C(=O)Nc2ccc3c(c2)OCCO3)CC1=O (stereo unspecified)	24.8	26.2	-0.758	-0.1	23.2
7	COc1ccc2ccccc2c1C(=O)/C=C\c1ccoc1	1.8	19.2	0.0116	0.8	16.7
8	CC1CCc2c(sc(/N=C/c3ccco3)c2C(N)=O)C1 (stereo unspecified)	33.5	26.4	0.0158	-1.7	23.5
9	CCN(CC)C(=O)CSc1nc2c(c(-c3cccnc3)c1C#N)CCCC2	3.3	10.8	-0.252	0.6	-1.3
10	Cc1ccc2cccc(Oc3cnccn3)c2n1	-21.0	11.2	-0.337	0.8	2.7
11	O=C(CNCc1ccc(Cl)cc1)Nc1ccc2c(c1)OCCO2	0.8	9.8	-0.987	0.2	0.4
12	Cn1c(=O)[nH]c(=O)c2c1nc(N1CCOCC1)n2CCSc1nc2ccccc2[nH]1	-4.8	9.4	0.043	0.8	-4.0
13	CC(=O)c1ccc(NC(=O)C2CCN(S(=O)(=O)c3cccc4cccnc34)CC2)cc1	-3.6	8.0	-3.03	0.8	-0.5
14	COc1ccc(NC(=O)Cn2c(=O)n(Cc3ccco3)c(=O)c3ccccc32)cc1	-14.0	10.9	-0.15	-1.0	1.8
15	Cc1ccc(OCCCN2CCCC2)c(C)c1	-2.1	-2.5	1	-0.5	-12.1

No.	p97 ATPase inh	thrombin 1536	Wee1 degr inh	Furin inhibitor
1	.	2.8	.	-10.9
2	-0.1	3.3	0.6	-9.1[20 µM]
3	.	0.7	.	-32.2
4	2.6	2.2	0.1	-25.6
5	1.3	.	-4.1	0.0
6	-4.5	22.8	-3.8	-5.0
7	-0.7	8.8	1.3	-3.5
8	-8.6	15.7	4.6	-3.1
9	-2.8	1.2	1.8	-25.7
10	0.4	-3.1	-3.6	-19.6
11	-5.0	-1.8	0.4	-18.7
12	-3.0	-7.2	-1.0	-4.5[20 µM]
13	3.7	0.7	-2.0	-20.6
14	-5.5	0.8	-2.6	-19.2[20 µM]
15	-1.9	-6.3	-0.9	-25.2[20 µM]

No.	Molecule	hK5 inh	FXIIa inh	KCC2 mod	PERK inhibitor	FXIa inh
16	COc1ccc(NCc2nnc(SCCN3CCCCC3)n2-c2ccc(C)cc2)cc1	-3.3	2.7	0.245	0.5	-5.6
17	CC1(C)CC(=O)CC(=Nc2ccc3[nH]c(=O)[nH]c3c2)C1	-2.2	16.3	1.06	0.8	2.9
18	C/C(=N\Nc1nc(N2CCCCC2)nc(N2CCOCC2)n1)c1cccs1	-7.5	10.0	0.312	-0.7	-4.7
19	Cc1ccc(-c2nnn(CC(=O)N(CC3CCCO3)C(C(=O)NC(C)(C)C)c3ccc(F)cc3)n2)o1 (stereo unspecified)	-23.0	11.0	-1.04	-1.7	4.8
20	Cc1cc(C)cc(NS(=O)(=O)c2cnc(Cl)c(Cl)c2)c1	-10.5	15.1	-0.602	1.1	8.3
21	O=C(CCSc1nc(-c2ccco2)cc(C(F)(F)F)n1)NCCc1ccccc1	-19.1	6.9	-3.11*	-0.4	1.8
22	CC12CCC(C(=O)N3CCOCC3)([C@H](Br)C1=O)C2(C)C (stereo partly specified)	1.8	10.4	-0.626	1.0	1.3
23	NS(=O)(=O)c1ccc(N/C=C\C(=O)c2ccc3ccccc3c2)cc1	-64.1	-3.7	1.81	0.1	-5.4
24	O=C(O)COCC(=O)Nc1ccc(-n2nc(C(F)(F)F)cc2-c2cccs2)cc1	0.0	7.1	0.0662	1.2	1.0
25	CCOC(=O)C1(CCCc2ccccc2)CCN(C(=O)c2cncs2)CC1	.	7.4	-0.388	-0.1	0.1
26	O=C(N/N=C/c1cccc(Oc2ccccc2)c1)c1ccccc1Br	3.2	-0.7	-0.072	1.6	-7.1
27	CC(=O)c1c(O)cc(C(C)C)n(-c2ccccc2)c1=O	0.8	10.3	0.253	0.7	3.9
28	Cc1sc2nc(CSCC(=O)N(CCC#N)c3ccccc3)[nH]c(=O)c2c1C	3.6	7.9	-0.223	-0.1	0.0
29	Cc1ccc(C2(C)NC(=O)N(CC(=O)NCc3cccs3)C2=O)cc1 (stereo unspecified)	-22.9	-0.9	-0.00188	0.1	-2.5
30	CCOC(=O)CSc1nc2c(sc3ccc([N+](=O)[O-])cc32)c(=O)n1Cc1ccco1	-7.5	23.3	-0.709	0.5	23.2

No.	p97 ATPase inh	thrombin 1536	Wee1 degr inh	Furin inhibitor
16	1.2	-8.1	-1.4	-15.8
17	2.6	6.8	-0.7	-13.3
18	-2.2	-5.7	-1.8	-12.1
19	1.7	2.8	-2.3	-3.6[20 µM]
20	1.3	4.3	6.3	-11.6[20 µM]
21	-0.5	5.0	0.5	-21.3[20 µM]
22	6.0	-0.8	-0.2	-28.7
23	0.3	8.4	5.5	-12.3
24	-1.5	-2.2	8.8	-11.7
25	-1.7	-2.4	1.2	-12.0
26	3.5	-1.3	-2.2	-12.9[20 µM]
27	0.6	-7.8	5.2	-19.0
28	3.3	0.3	-1.4	-27.0
29	3.3	-12.1	-0.7	4.3
30	5.4	-6.2	0.5	-17.2

No.	Molecule	hK5 inh	FXIIa inh	KCC2 mod	PERK inhibitor	FXIa inh
31	Cc1ccc(N(C(C)C(=O)O)S(=O)(=O)c2c(C)n[nH]c2C)cc1 (stereo unspecified)	8.0	15.3	0.815	1.7	11.3
32	Cc1nn(C(C)C(=O)O)c(=O)c2ccccc12 (stereo unspecified)	-0.9	15.0	1.49	1.2	-0.9
33	O=C(C1=C[C@@H](c2ccccc2)C[C@@H](OCc2ccc(CO)cc2)O1)N1CCN(Cc2ccc3c(c2)OCO3)CC1	-2.0	5.6	-0.416	0.3	-3.5
34	Cc1cc(NC(=O)C23CC4CC(CC(C4)C2)C3)n[nH]1	2.3	9.5	0.367	1.1	-2.2
35	Oc1c(C(c2ccc(Cl)cc2)N2CCCC2)cc(Cl)c2cccnc12 (stereo unspecified)	-2.5	9.6	2.91	-0.5	3.5
36	CCOC(=O)C1C(=O)CC(C)(O)C(C(=O)OCC)C1c1ccc(C)s1 (stereo unspecified)	6.8	-17.3	0.66	0.1	-7.3
37	COc1ccc2nc(NC(=O)CN3CCOCC3)sc2c1	-16.8	16.1	.	-0.2	7.5
38	Cc1ccc(SCCNC(=O)CN(c2ccc3c(c2)OCO3)S(C)(=O)=O)cc1	-2.0	20.6	.	0.0	0.6
39	COc1ccc(C2(CNC(=O)c3cccc([N+](=O)[O-])c3)CCOCC2)cc1	0.4	10.8	-0.723	0.3	6.2
40	Cc1cc2n(n1)C(c1ccc3c(c1)OCO3)Nc1ccccc1-2 (stereo unspecified)	-18.9	11.7	1.23	0.8	-1.2
41	O=C(CCc1nnc(-c2ccc3c(c2)OCO3)o1)N(Cc1ccncc1)CC1CCCO1 (stereo unspecified)	2.9	9.7	.	-0.1	1.2
42	CC(C)(C)C(=O)NC(=S)N1CCOCC1	-18.7	11.8	0.68	0.8	10.5
43	Cc1cccc(NC(=O)c2ccc(OC3CSC3)cc2)c1	-13.1	0.8	-0.369	0.6	-2.7
44	CCOC(=O)c1c(-c2ccccc2)csc1NC(=O)CSc1ccccc1	-10.4	11.0	-0.0641	0.7	6.4
45	Cc1nc(SCc2ccccc2F)c2oc3ccccc3c2n1	1.6	4.2	-0.0173	0.6	3.4
46	Cc1cc(Cl)nc(Cl)c1C(=O)N1CCOCC1	.	6.8	1.21	0.6	-0.1
47	CCOc1ccc(NC(=O)Cn2cncc2-c2ccc([N+](=O)[O-])cc2)cc1	41.5*	30.0	0.501	-0.1	10.1
48	Cc1cc(C)n(-c2nc3c(c(=O)[nH]c(=O)n3C)n2C(C)C)n1	-6.8	10.2	0.105	1.7	3.0

No.	p97 ATPase inh	thrombin 1536	Wee1 degr inh	Furin inhibitor
31	7.5	0.5	-1.9	-21.4
32	2.3	-0.1	1.0	-16.3
33	0.7	-4.4	-0.6	-24.4
34	1.8	-3.3	3.3	-29.5
35	3.6	-0.2	-0.1	-21.7
36	-2.2	-3.0	-0.2	-21.8[20 µM]
37	-7.8	2.0	7.8	-6.3[20 µM]
38	-0.7	3.0	2.4	-12.0[20 µM]
39	3.5	-3.0	-0.7	-19.5
40	-0.5	-9.2	-1.9	-20.7
41	-0.1	-8.7	0.8	-17.4
42	1.9	1.6	-0.3	-14.8
43	1.2	-9.9	-2.9	-15.3
44	0.4	0.2	4.4	-11.7
45	-3.5	-6.2	1.3	-22.1
46	1.0	3.4	-0.8	-34.4
47	1.7	9.0	-0.2	-9.6
48	4.7	3.0	-0.9	-16.0

# Grouped by structure, the compounds so far containing a thiophene ring, fused or not (9)
No.	Molecule	hK5 inh	FXIIa inh	KCC2 mod	PERK inhibitor	FXIa inh
2	COC(=O)CSc1nc2sc3c(c2c(=O)n1C1CCCCC1)CCN(C)C3	-7.1	22.9	0.272	-0.9	5.7
8	CC1CCc2c(sc(/N=C/c3ccco3)c2C(N)=O)C1 (stereo unspecified)	33.5	26.4	0.0158	-1.7	23.5
18	C/C(=N\Nc1nc(N2CCCCC2)nc(N2CCOCC2)n1)c1cccs1	-7.5	10.0	0.312	-0.7	-4.7
24	O=C(O)COCC(=O)Nc1ccc(-n2nc(C(F)(F)F)cc2-c2cccs2)cc1	0.0	7.1	0.0662	1.2	1.0
28	Cc1sc2nc(CSCC(=O)N(CCC#N)c3ccccc3)[nH]c(=O)c2c1C	3.6	7.9	-0.223	-0.1	0.0
29	Cc1ccc(C2(C)NC(=O)N(CC(=O)NCc3cccs3)C2=O)cc1 (stereo unspecified)	-22.9	-0.9	-0.00188	0.1	-2.5
30	CCOC(=O)CSc1nc2c(sc3ccc([N+](=O)[O-])cc32)c(=O)n1Cc1ccco1	-7.5	23.3	-0.709	0.5	23.2
36	CCOC(=O)C1C(=O)CC(C)(O)C(C(=O)OCC)C1c1ccc(C)s1 (stereo unspecified)	6.8	-17.3	0.66	0.1	-7.3
44	CCOC(=O)c1c(-c2ccccc2)csc1NC(=O)CSc1ccccc1	-10.4	11.0	-0.0641	0.7	6.4

No.	p97 ATPase inh	thrombin 1536	Wee1 degr inh	Furin inhibitor
2	-0.1	3.3	0.6	-9.1[20 µM]
8	-8.6	15.7	4.6	-3.1
18	-2.2	-5.7	-1.8	-12.1
24	-1.5	-2.2	8.8	-11.7
28	3.3	0.3	-1.4	-27.0
29	3.3	-12.1	-0.7	4.3
30	5.4	-6.2	0.5	-17.2
36	-2.2	-3.0	-0.2	-21.8[20 µM]
44	0.4	0.2	4.4	-11.7

# Source: PubChem BioAssay (several laboratories)
